Tb PYK inh – qHTS of Trypanosoma Brucei Inhibitors; pyruvate kinase (Trypanosoma brucei), Q57TT1; TbPYK enzyme, Kinase-Glo Plus ATP luminescence, 45 min; Potency, µM (highest dose often 76.8 µM), for inactives: at the top dose activity, negative = inhibition, actives largely listed as inhibitors; 0.12% of 410,000 active; AID 624173, 2012; also: potency is read from the fitted curve at half-maximal effect; nearly all actives have a fitted effect of over 50% in size
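Glycolytic pyruvate kinase of T. brucei was incubated with substrate, test compound and 130 uM ADP for 45 minutes at room temperature. Luminescent Kinase-Glo Plus signal was measured after 10 minutes.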
LmPK inh – qHTS Assay for Inhibitors of Leishmania Mexicana Pyruvate Kinase (LmPK) | 0.37% of 290,000 active | purified LmPK, Kinase-Glo ATP luminescence, 1 h | AID 1721, 2009 | Potency, µM (top dose mostly 57.5 µM), for the others: top-dose activity change, negative = inhibition, hits mostly inhibitors; also: potency is read from the fitted curve at half-maximal effect
Target sequence (Q27686 whole entry, looked up): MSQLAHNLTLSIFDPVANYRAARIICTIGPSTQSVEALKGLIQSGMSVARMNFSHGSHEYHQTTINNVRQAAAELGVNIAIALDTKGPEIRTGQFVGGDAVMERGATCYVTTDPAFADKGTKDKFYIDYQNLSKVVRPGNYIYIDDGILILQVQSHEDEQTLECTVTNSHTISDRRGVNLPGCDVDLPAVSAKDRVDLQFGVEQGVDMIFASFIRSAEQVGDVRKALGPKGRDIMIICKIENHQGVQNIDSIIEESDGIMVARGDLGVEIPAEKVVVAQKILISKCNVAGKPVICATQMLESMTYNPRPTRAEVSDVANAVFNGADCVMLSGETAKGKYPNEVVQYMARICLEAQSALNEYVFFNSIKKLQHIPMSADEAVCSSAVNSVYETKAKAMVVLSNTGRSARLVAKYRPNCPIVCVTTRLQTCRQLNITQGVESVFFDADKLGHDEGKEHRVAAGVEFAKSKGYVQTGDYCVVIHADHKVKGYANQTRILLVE
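qHTS format; LmPK 0.1 nM; substrates PEP 0.5 mM and ADP 0.1 mM. One-hour room-temperature incubation, then coupled luciferase luminescence; 0.5 nM enzyme wells mark activation.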
AmpC inh no detg – qHTS Inhibitors of AmpC Beta-Lactamase (assay without detergent) | P00811 | AmpC nitrocefin hydrolysis, absorbance 480 nm, 0.0001% Triton | Potency, µM (series often up to 57.1 µM), for inactives: top-dose activity change, negative = inhibition, most hits filed as inhibitors | 0.52% of 330,000 active | AID 485341, 2010;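 also: potency is read from the fitted curve at half-maximal effect; plate controls were no compound for no effect and no enzyme for full effect; nearly all actives have a fitted effect of over 20% in size; some results filed as inactive show a strong effect at the top dose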
Target sequence (P00811 whole entry, looked up): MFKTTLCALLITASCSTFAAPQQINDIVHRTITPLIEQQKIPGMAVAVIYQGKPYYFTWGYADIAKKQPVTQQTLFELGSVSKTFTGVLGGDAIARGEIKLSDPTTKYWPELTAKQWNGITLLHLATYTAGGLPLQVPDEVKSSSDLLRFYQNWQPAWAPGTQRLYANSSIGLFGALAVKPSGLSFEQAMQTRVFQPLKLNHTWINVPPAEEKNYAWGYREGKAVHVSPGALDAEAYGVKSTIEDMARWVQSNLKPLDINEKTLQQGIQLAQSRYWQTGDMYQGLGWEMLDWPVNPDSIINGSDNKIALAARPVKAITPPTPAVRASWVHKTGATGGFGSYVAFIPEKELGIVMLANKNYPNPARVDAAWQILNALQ
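20 mM phosphate pH 7.0 + 0.01% (detergent screen) or 0.0001% Triton X-100; 5.3 nM AmpC reagent; cpd preinc 15 min RT; nitrocefin (800 uM stock) to start; A480 q20 s × 4 min; Activity was normalised to no-enzyme and no-compound control wells.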
AmpC inh detg – qHTS Inhibitors of AmpC Beta-Lactamase (assay with detergent); P00811; AmpC hydrolysis of nitrocefin, absorbance 480 nm, 0.01% Triton; Potency, µM (highest dose often 114 µM), without a hit: top-dose activity change, negative = inhibition, actives largely listed as inhibitors; 0.041% of 370,000 active;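 also: potency is read from the fitted curve at half-maximal effect; 0% = no-compound wells and -100% = no-enzyme wells; nearly all actives have a fitted effect of over 25% in size; some results filed as inactive show a strong effect at the top dose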
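AmpC (5.3 nM in the dispensed reagent) in 20 mM phosphate pH 7.0 with 0.01% (detergent screen) or 0.0001% Triton X-100 was preincubated with compounds for 15 min at room temperature. Nitrocefin was then added from an 800 uM solution, and hydrolysis was followed at 480 nm.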
Sm TGR block – qHTS Assay for the Inhibitors of Schistosoma Mansoni Peroxiredoxins; Schistosoma mansoni thioredoxin glutathione reductase (TGR), Q962Y6; purified TGR, DTNB reduction, TNB absorbance 405 nm; Potency, µM (highest dose often 114 µM), for the others: at the highest dose activity change, negative = inhibition, usual class: inhibitors; 3% of 360,000 active; AID 485364, 2010; also: potency is read from the fitted curve at half-maximal effect; nearly all actives have a fitted effect of over 60% in size
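TGR 20 nM + NADPH 100 uM (dispensed conc.), cpd preinc 15 min RT; start with NADPH (500 uM addition) then DTNB (15 mM addition). Kinetic TNB absorbance, 405 nm filter. Four-parameter Hill fit across titration.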
AMA1 RON2 block – qHTS for Inhibitors of AMA1-RON; Towards Development of Antimalarial Drug Lead: Primary Screen | AlphaScreen AMA1-biotinylated RON2 peptide binding | Plasmodium falciparum AMA1 (3D7) - RON2 peptide interaction | Potency, µM (series often up to 58.2 µM), inactives show at the top dose activity change, negative = inhibition, actives largely listed as inhibitors | 0.2% of 360,000 active;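 also: potency is read from the fitted curve at half-maximal effect; 0% = vehicle wells and -100% = peptide control; nearly all actives have a fitted effect of over 45% in size; some results filed as inactive show a strong effect at the top dose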
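AMA1 (3D7) with his tag at 25 nM final met compounds first, then biotinylated RON2 peptide at 25 nM; detection used donor plus acceptor beads, 10 µg/mL apiece, read by AlphaScreen after 30 min at room temperature.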
HCMV inh – qHTS Assay for inhibitors of the human cytomegalovirus (HCMV) | HFF cells, HCMV-luciferase reporter, 72 h; hits give low values | activity change, negative = inhibition, % at 57.5 µM | 4.5% of 410,000 active; in the data active = activity change below about -60%; inconclusive = no clear call, values can overlap the other calls; inactive = above about -39%
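Compounds were evaluated in HFFs infected with an HCMV luciferase reporter virus (MOI 1 PFU/cell). Luciferase in lysates collected 72 h post infection served as the replication measure.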
The depositor's hits bear a star; ? = inconclusive; . = not tested or not shown; [ ] = remark or other dose. Unless noted, calls follow the shape of the dose curve; as a rule, active = well fitted curve in the direction sought with a large enough effect; inconclusive = small, poorly fitted or top-dose-only effect, or another doubt; inactive = no such curve, though single readings can be large; an effect the other way counts as inactive or inconclusive. Unless noted, % is scaled to controls: 0 for no effect and ±100 for the full control effect.

molecule	Tb PYK inh	AmpC inh detg	HCMV inh	AmpC inh no detg	LmPK inh	AMA1 RON2 block	Sm TGR block
O=c1c2ccccc2c(=O)n(Cc2ccccc2)n1Cc1ccccc1	-10%	?	?	-6%	-2%	-1%	0%
COc1ccccc1N(C)S(=O)(=O)c1ccc(Cl)c(C(=O)Nc2cccc(C)n2)c1	-6%	0%	?	-16%	.	-10%	-2%
O=C(Nc1ccc(Br)cc1)c1cccnc1N1CCCCC1	-1%	-1%	86	7%	4%	-13%	-14%
Nc1cccc(-c2cncc(N3CCN(Cc4ccccn4)CC3)n2)c1	-6%	.	-24	.	.	4%	.
COc1ccccc1/C=N/NC(=O)c1ccc2c(c1)OCO2	-2%	-10%	4	-57%	-2%	8%	7%
Cc1nc2nc(C)n(CCN3CCOCC3)c(=O)c2c(-c2cccc([N+](=O)[O-])c2)c1C(=O)CCCCCCCCCCN1CCC(c2ccccc2)(c2ccccc2)CC1	-2%	.	-78*	.	.	?	.
COCCCNC(=O)CCc1nc2cccnc2n1Cc1ccccc1	2%	-14%	-17	-18%	0%	-1%	8%
O=C(Nc1ccc(C(=O)N2CCCCC2)cc1)C1CCC1	-3%	.	-18	.	.	-3%	.
COc1ccc(/C=C/C(=O)C2(O)CCCCC2)cc1	-3%	-2%	-8	-4%	2%	9%	0%
CC(C)NC(=O)N(C)C[C@H]1Oc2ccc(NS(=O)(=O)c3ccccc3)cc2C(=O)N([C@H](C)CO)C[C@H]1C	3%	.	0	54%	.	2%	.
Cc1ccn2c(=O)nc(SCC(=O)N3CCC(C)CC3)nc2c1	-1%	-15%	-27	-13%	.	11%	6%
Cc1cc(OCC(=O)N(Cc2cccs2)C2CCS(=O)(=O)C2)ccc1Cl (stereo not given)	-4%	-16%	-22	63%[activator]	1%	7%	1%
Cc1cc(C(=O)N/N=C2\CC(=O)CC(C)(C)C2)c(C)n1-c1ccc(F)cc1	-13%	-6%	-64*	-33%	3%	9%[11.6 µM]	?
COc1cc(N2CCCC2)c(OC)cc1/C=C(/C#N)c1cccc(Br)c1	-25%	-2%	.	-14%	2%	?	-20%
CCOc1ccc(C2C=C(c3ccccc3)Nc3ncnn32)cc1 (stereo not given)	.	-9%	.	-21%	-2%	.	79µM*
Cc1cc(C)c(NC(=O)Cn2c(=O)n(CCC(=O)N3CCc4ccccc4C3)c(=O)c3ccccc32)c(C)c1	-1%	17%	?	.	.	.	8%
O=c1[nH]ccc2c([N+](=O)[O-])cccc12	1%	-1%	7	-7%	-2%	-5%	0%
COc1cc(S(=O)(=O)NC2CCCCC2C)ccc1-n1cnnn1 (stereo not given)	-4%	1%	-21	5%	2%	7%	-14%
CCCn1c2ccccc2c2cn[nH]c(=O)c21	-6%	-6%	?	-18%	2%	-2%	-11%
N=Cc1c(O)n(-c2ccc(C34CC5CC(CC(C5)C3)C4)cc2)c(=O)[nH]c1=O	-3%	?	-33	-6%	6%	9%	4%
Cc1ccc(Nc2nnc(SCC(=O)c3c(N)n(C4CC4)c(=O)[nH]c3=O)s2)cc1C	0%	?	-30	-38%	.	2%	-9%
Cc1cc(C)cc(-n2c3ccc(NC(=O)Cc4cccc5ccccc45)cc3c(=O)n2C)c1	-4%	.	-71*	.	.	-9%	.
CN(CCNC(=O)c1cccc(N2CCCC2=O)c1)Cc1ccccc1	-5%	?	5	-17%	-1%	-9%	-22%
CCCCC(=O)NC(c1ccc([N+](=O)[O-])cc1)c1c(O)ccc2ccccc12 (stereo not given)	5%	?	-99*	?	4%	-28%	-13%
CCN1CC(CNC(=O)c2ccc3nc(Cc4cccc(Cl)c4)oc3c2)CC1=O (stereo not given)	0%	-6%	-3	111%[activator]	-3%	1%	4%
COC(=O)[C@@H]1CC(O)CN1C(=O)C12CC3CC(CC(C3)C1)C2 (stereo not given in full)	0%	-1%	17	-10%	-2%	-1%	-27%
Cc1nn(S(=O)(=O)c2ccc(C(C)(C)C)cc2)c(C)c1S(=O)(=O)N1CCCCCC1	-2%	13%	-8	.	.	.	3%
O=c1[nH]c(N2CCN(Cc3ccc4c(c3)OCO4)CC2)nc2c1CCC2	-4%	-3%	-37	-11%	-11%	-3%	5%
C=CCn1c(N)nc2ccccc21	3%	-11%	22	-16%	4%	2%	4%
Cc1ccc(-n2c(O)c(C=Nc3ccccc3-c3n[nH]c(=S)[nH]c3=O)c3ccccc3c2=O)cc1C	-7%	?	?	-37%	-2%	72%[activator]	-2%
O=c1oc(-c2cccs2)nc2scc(-c3cccs3)c12	-4%	-14%	18	-13%	-1%	20%	-1%
CCN(CC)S(=O)(=O)c1cc(NS(=O)(=O)c2cccc(C(=O)O)c2)ccc1C	-7%	-3%	15	-8%	2%	-14%	1%
COC(=O)c1cc2nc(-c3ccccc3)cc(C)n2n1	-28%	-11%	19	-10%	10%	14%	-12%
COC(=O)c1ccccc1NS(=O)(=O)c1ccc(NC(C)=O)cc1	-2%	-2%	-31	0%	-13%	18%	6%[57.1 µM]
CCCc1cc(=O)n2[nH]c(NC(=O)c3ccc(C(C)(C)C)cc3)nc2n1	-11%	8%	0	.	.	.	7%
CN(Cc1cnccn1)C(=O)CC1C(=O)NCCN1Cc1c(F)cccc1Cl (stereo not given)	-6%	3%	0	-8%	-7%	38%[activator]	32µM*
N#C/C(=C\c1cc2ccccc2nc1N1CCCCC1)C(N)=O	0%	?	52	-7%	1%	-21%	-1%
CCOc1cccc(-c2ccc3nncn3c2)c1	5%	.	33	.	.	12%	.
CCCCC(Sc1nc2cc3c(cc2c(=O)n1CCCC(=O)NCc1ccc(OC)cc1)OCO3)C(=O)OCC (stereo not given)	0%	8%	-27	.	.	.	1%
c1cc(-c2cc3nc(NC4CCCCC4)ccn3n2)ccc1OCCN1CCOCC1	7%	.	21	.	.	-16%	.

Individual results from the results shown.
HCMV inh, `N#C/C(=C\c1cc2ccccc2nc1N1CCCCC1)C(N)=O` : 52
AmpC inh detg, `Cc1nn(S(=O)(=O)c2ccc(C(C)(C)C)cc2)c(C)c1S(=O)(=O)N1CCCCCC1` : 13%

(next part)
molecule	Tb PYK inh	AmpC inh detg	HCMV inh	AmpC inh no detg	LmPK inh	AMA1 RON2 block	Sm TGR block
CCCn1c2ccccc2c2cnn(CC(=O)N3CCN(c4ccccc4F)CC3)c(=O)c21	-12%	19%	-35	.	.	.	5%
Cc1cccc(N2CCN(C(=O)c3ccc4c(c3)N(Cc3ccccc3)C(=O)c3ccccc3S4(=O)=O)CC2C)c1 (stereo not given)	-8%	-12%	-34	.	.	.	-6%
COc1ccc(/C=C/C(=O)c2sc(-c3ccccc3)nc2C)cc1	4%	-5%	-31	-11%	0%	-10%	-4%
O=C(O)c1ccccc1NS(=O)(=O)c1ccc(N/N=C/c2ccc(O)c(O)c2)c([N+](=O)[O-])c1	-4%	.	18	.	.	13%[11.6 µM]	.
O=C(NCc1ccccc1Cl)C1CCN(C(=O)N2CCOc3ccccc32)CC1	1%	-3%	8	.	.	.	4%
COc1cc2c(cc1NC(=O)CN(C)Cc1cccc(OC)c1OC)oc1ccccc12	2%	?	-25	40%	0%	-20%	-8%
CCOC(=O)c1cnn2c(N)c(C#N)cnc12	3%	6%	-33	-20%	1%	4%	-3%
COc1ccc2cc([C@H](C)C(=O)N(C)Cc3ccccc3N3CCCC3)ccc2c1	4%	?	1	10%	3%	?	-9%
CCOC(=O)C1CCN(S(=O)(=O)c2ccc(Cl)cc2OC)CC1	4%	-1%	-6	2%	1%	-4%	-9%
COc1cccc(C(=O)NN2CC(O)=C(c3nc4ccccc4n3C)C2=N)c1	.	-2%	.	-21%	1%	.	5%
CC(=O)NC(Cc1cc(C)ccc1C)C(=O)N1CCN(C(=O)Nc2ccc(C(C)=O)cc2)CC1 (stereo not given)	7%	-1%	.	138%[activator]	5%	2%	-5%
O=C(O)c1ccc(-n2cccc2/C=N\NC(=O)c2cc3cc(Br)ccc3o2)cc1	-9%	-3%	-27	-35%	6%	-7%	-12%
Cc1nc(SCC(=O)Nc2nc3ccccc3s2)n[nH]1	0%	5%	25	-9%	-2%	-3%	7%
C=CCNc1oc(C2CCCC2)nc1C#N	-14%	4%	13	-11%	.	.	-3%
O=C1C2C3C=CC(C4CC34)C2C(=O)N1/N=C/c1ccc(-c2ccc(Cl)cc2[N+](=O)[O-])o1 (stereo not given)	-4%	?	117	-28%	8%	?	-35%
Cc1ccc(-c2nn(CCC(=O)NCC3CCCO3)c(=O)c3ccccc23)cc1 (stereo not given)	2%	?	-30	10%	2%	13%	9%
O=C(Nc1ccccc1)c1ccc(S(=O)(=O)Nc2cccc(O)c2)cc1	8%	3%	-32	-45%	-3%	?	-3%
CC(C)C(C(=O)NCC1CCCO1)N(Cc1ccco1)C(=O)CNS(=O)(=O)c1ccc(F)cc1 (stereo not given)	-4%	-4%	12	35%	-2%	14%	5%
COc1ccc(NS(=O)(=O)c2ccc(Oc3c(C#N)cccc3C#N)cc2)cc1	-5%	2%	-37	-46%	0%	-1%	13%
CC1(C)CC(=O)c2c(-c3cccnc3)n[nH]c2C1	-12%	-3%	4	.	-1%	36%[activator]	9%
Cc1ccccc1C1NS(=O)(=O)N=C1N (stereo not given)	0%	0%	35	-10%	2%	41%[activator]	0%
CC(=O)c1cccc(NC(=O)c2c(N3CCCC3=O)c3cc(F)ccc3n2C)c1	3%	24%	8	.	.	.	1%
CC1(C)Cc2cccc(Oc3ccc(S(=O)(=O)N4CCCCC4)cn3)c2O1	1%	-15%	-25	26%	1%	0%	1%
Cc1cccc(-n2c(CNC(=O)c3ccc(S(=O)(=O)N(C)C)cc3)nnc2SCC(=O)Nc2ccc(F)cc2)c1	1%	-19%	3	96%[activator]	3%	12%	-2%

From PubChem BioAssay
